Screens (PubChem)
UHRF1 MBD2 ctr: UHRF1 methylated DNA binding inhibitors, primary screen, counter-screen for MBD2 inhibitor project, biochemical, TR-FRET, human UHRF1, single concentration | UHRF1 binding to methylated oligo | inhibition, % at 4.4 µM | 0.75% of 370,000 active | E3 ubiquitin-protein ligase UHRF1 (Homo sapiens), Q96T88 | AID 687016, 2013; in the data active means inhibition above about 21%;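 further: UHRF1 SRA domain binding a hemimethylated CpG hairpin DNA probe; 0% = median of test compound wells and 100% = reference inhibitor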
PLC-gamma1 inh: PLC-gamma1 enzyme inhibitors, primary screen, biochemical, fluorescence, purified enzyme; fluorogenic substrate; inhibition, % at 12.2 µM; 0.84% of 370,000 active; in the data active means inhibition above about 9.5%
NR1D1 modulator: modulators of Rev-erb alpha DNA binding, primary screen, biochemical, FITC-DNA, fluorescence polarization, uHTS; 0.79% of 370,000 active; Rev-erbα–FITC-DNA binding, 90 min; Nuclear receptor subfamily 1 group D member 1 (Homo sapiens), P20393; activity, % at 10 µM; AID 1259318, 2017;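 active means activity above about 14%, limit read from the data; passing the limit was not always enough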;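 further: 0% = DMSO wells with 35 nM protein and 100% = DMSO wells with 750 nM protein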
KLK7 zymogen act: proKLK7 zymogen activators, primary screen, biochemical, fluorescence intensity. Kallikrein-7 (Homo sapiens), P49862. purified proKLK7, EDANS-DABCYL substrate fluorescence; 100% is mature enzyme control, 0% vehicle. activation, % at 7 µM. 0.9% of 370,000 active. AID 652039, 2013;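 active means activation above the mean of all tested compounds plus 3 SD, computed per campaign excluding outliers beyond control limits, cut at about 13% in these data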
Target sequence (P49862 whole entry, looked up): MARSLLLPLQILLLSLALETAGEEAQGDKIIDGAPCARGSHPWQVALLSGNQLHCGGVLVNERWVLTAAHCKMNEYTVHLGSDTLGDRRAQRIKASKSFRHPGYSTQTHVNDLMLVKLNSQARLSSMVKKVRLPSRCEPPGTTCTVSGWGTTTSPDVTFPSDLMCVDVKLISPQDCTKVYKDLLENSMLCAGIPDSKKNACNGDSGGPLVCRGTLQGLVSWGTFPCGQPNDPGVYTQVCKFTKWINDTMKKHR
ARFGAP1 inhibitor: inhibitors of rat ARFGAP1 GAP activity, primary screen, biochemical, fluorescence polarization, GDP tracer; ADP-ribosylation factor GTPase-activating protein 1 (Rattus norvegicus), Q62848; Arfgap1-stimulated ARF1 GTP hydrolysis, GDP FP detection; inhibition, % at 16.5 µM; 0.26% of 360,000 active; AID 651572, 2012;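 active means inhibition above a per-plate limit, mean inhibition of low control wells plus 3 SD, cut at about 25% in these data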;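 further: 0% = DMSO wells with enzyme and 100% = wells lacking Arfgap1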
Target sequence (Q62848 1-136 limits assumed): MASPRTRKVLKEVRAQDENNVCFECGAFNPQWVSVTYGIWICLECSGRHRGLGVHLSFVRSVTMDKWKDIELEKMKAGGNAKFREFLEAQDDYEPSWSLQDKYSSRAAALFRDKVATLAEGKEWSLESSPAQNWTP
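Material: truncated rat Arfgap1 GAP domain; Incubation: compound-enzyme preincubation 20 min, reaction 120 min, detection 60 min, 25 °C; Read-out: percent inhibition of Arfgap1-stimulated GTP hydrolysis; Technique: FP, GDP Alexa 633 tracer displaced from anti-GDP antibody, 620/688 nm; Controls: No-Arfgap1 wells (100%) versus DMSO full-reaction wells (0%); Replication: single well per compound.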
DDE Tn7 FP inh: inhibitors of Tn7 peptide binding to fibrin DD(E), primary screen, biochemical, fluorescence polarization, human fibrin, Tn7 probe; Fibrinogen beta chain (Homo sapiens), P02675; FP displacement of FITC-Tn7 peptide from fibrin DD(E); 0% = median of compound wells per plate; inhibition, % at 8.3 µM; 0.13% of 370,000 active; AID 720508, 2013;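 active means inhibition above the mean of compounds falling within the control limits plus 3 SD of them, cut at about 14% in these data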;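 further: 0% = plate median of compound wells and 100% = 10 µM Aha-Tn7 peptide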
Target sequence (P02675 whole entry, looked up): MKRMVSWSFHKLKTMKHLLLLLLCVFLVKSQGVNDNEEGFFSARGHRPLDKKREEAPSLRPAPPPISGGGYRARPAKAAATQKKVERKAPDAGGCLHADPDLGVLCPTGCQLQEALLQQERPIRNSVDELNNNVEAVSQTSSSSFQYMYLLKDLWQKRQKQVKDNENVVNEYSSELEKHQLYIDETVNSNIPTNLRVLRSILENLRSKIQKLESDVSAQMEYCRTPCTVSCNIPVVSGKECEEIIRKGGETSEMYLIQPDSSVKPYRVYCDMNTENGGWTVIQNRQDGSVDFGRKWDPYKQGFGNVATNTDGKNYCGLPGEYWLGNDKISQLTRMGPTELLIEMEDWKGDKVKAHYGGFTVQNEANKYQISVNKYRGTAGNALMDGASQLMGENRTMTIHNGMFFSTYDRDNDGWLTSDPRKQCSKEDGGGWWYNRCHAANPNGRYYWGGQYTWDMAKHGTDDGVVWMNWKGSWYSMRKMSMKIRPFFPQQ
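Assay system: Fibrin-DD(E) protein isolated from polymerized human fibrin clots; read-out basis: percent inhibition; medium: Tris/NaCl/CaCl2 buffer, pH 7.8; signal: FP measurement; incubation: 10 min plus 3 h, room temperature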
Tn6 DDE FP: inhibitors of Tn6 peptide binding to fibrin DD(E), primary screen, biochemical, fluorescence polarization, human fibrin, Tn6 probe; Fibrin DD(E) TRITC-Tn6 fluorescence polarization displacement; AID 720509, 2013; inhibition, % at 8.3 µM; Fibrinogen beta chain (Homo sapiens), P02675; 0.21% of 370,000 active;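 active means inhibition above a per-campaign cutoff: mean of compounds within control limits plus 3 SD, cut at about 15% in these data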;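 further: 0% = median of all compound wells on the plate and 100% = blocking peptide control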
PLC-beta3 inh: human PLC-beta3 inhibitors, primary screen, biochemical, fluorescence; 0.18% of 370,000 active; Purified PLC-beta3, fluorogenic substrate; inhibition, % at 12.2 µM; 1-phosphatidylinositol 4,5-bisphosphate phosphodiesterase beta-3 (Homo sapiens), Q01970; in the data active means inhibition above about 11%;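 further: 0% = median of compound wells on plate and 100% = full blocker control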
ASAP1 GAP inh: inhibitors of human ASAP1 ArfGAP activity, primary screen, biochemical, fluorescence polarization; Arf-GAP with SH3 domain, ANK repeat and PH domain-containing protein 1 (Homo sapiens), …; ASAP1-stimulated ARF1 GTP hydrolysis, GDP FP detection; inhibition, % at 16.5 µM; 0.19% of 360,000 active; AID 624377, 2012; in the data active means inhibition above about 25%;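 further: 0% = vehicle with enzyme and substrate and 100% = no enzyme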
sPLA2-III inh: human group III sPLA2 inhibitors, primary screen, biochemical, QFRET, BODIPY PC-A2 liposome substrate; AID 743126, 2013; Group 3 secretory phospholipase A2 (Homo sapiens), Q9NZ20; QFRET BODIPY PC-A2 liposome hydrolysis, fluorescence; inhibition, % at 12.2 µM; 0.56% of 370,000 active;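 active means inhibition above mean plus 3 SD of compounds lying within the high and low control bounds, cut at about 19% in these data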;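 further: 0% = median of test compound wells and 100% = no enzyme DMSO wells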
Numbers without * were called inactive.

SMILES	UHRF1 MBD2 ctr	PLC-gamma1 inh	NR1D1 modulator	KLK7 zymogen act	ARFGAP1 inhibitor	DDE Tn7 FP inh	Tn6 DDE FP	PLC-beta3 inh	ASAP1 GAP inh	sPLA2-III inh
CCN(CC)C(=O)CSc1nc2cc3c(cc2c(=O)n1Cc1ccco1)OCO3	0	1	0	0.1	5	7	2	3	2	2
Cc1cc(/C=C2\SC(=O)NC2=O)c(C)n1-c1ccc(N(C)C)cc1	39*	4	-4	0.2	-1	0	-9	-7	-12	3
N#CC1(Nc2ccc(C(=O)O)cc2)CCCC1	0	7	2	-0.2	1	0	-3	1	-5	5
S=C1NCN(C2CCCCC2)CN1Cc1ccccc1	2	0	4	-0.2	5	9	8	5	-6	14
COC(=O)C1CCN(C(=O)COC(=O)CSc2ccc(C(N)=O)cc2[N+](=O)[O-])CC1	0	3	-3	0.1	4	-9	-3	-5	14	5
CSc1ccccc1NC(=O)CSc1nnc(Cc2ccccc2)o1	-1	0	-2	0.0	4	-4	-7	-4	5	-7
COc1ccc(CC(=O)Nc2ccc(S(=O)(=O)Nc3cc(C)nc(C)n3)cc2)cc1OC	1	2	1	-0.2	11	1	4	-2	-10	0
CCCc1nn2c(=O)c(C(c3ccc(C)cc3)c3c(O)nc4sc(CCC)nn4c3=O)c(O)nc2s1	-4	-10	-2	-0.8	7	-1	1	-7	-2	-4
COCCNC(=O)c1c[nH]c2ccc(OC)cc2c1=O	-2	0	0	-0.3	3	-4	7	0	2	-1
O=C(COc1ccc(Cl)cc1[N+](=O)[O-])N1CCCCC1	3	3	0	0.5	5	-5	1	4	-4	0
Cc1csc2nc(O)c(C(=O)NC3CCCCCC3)c(=O)n12	-1	-5	-4	0.3	-11	1	8	0	-8	6
O=C(c1ccccc1Cl)N1CCN(C(=O)C2CCCO2)CC1 (stereo unspecified)	-5	2	2	-0.1	-5	-1	12	-4	-13	-2
CC(=O)NC(C)C(c1cccs1)N1CCN(c2ccccc2)CC1 (stereo unspecified)	0	1	-6	-0.5	6	-1	6	3	0	4
COc1ccc(OC)c(N/C(=N/C(=S)Nc2ccccc2)Nc2nc(C)cc(C)n2)c1	2	-3	-1	0.1	-12	-5	-3	-4	-2	-7
CCCCOc1ccc(/C(O)=C2/C(=O)C(=O)N(Cc3cccnc3)C2c2ccncc2)c(C)c1 (stereo unspecified)	2	5	1	0.2	7	2	-8	1	-11	9
C[C@@H]1ON(C)[C@H]2C[C@H]3c4cc(N5CCN(C)CC5)ccc4CCN3C[C@@H]12	0	-2	-4	0.6	5	-6	1	0	11	0
CC(NC(=O)C1CCC1)c1ccc2c(c1)OCO2 (stereo unspecified)	3	1	1	0.1	-1	-7	-4	5	-3	7
c1nc(NCC2(N3CCOCC3)CCCCC2)c2ccsc2n1	1	0	3	-0.3	11	5	9	-1	-6	2
CCC1(CC)C(=O)C(C)(C)C(=O)OC1c1cccs1 (stereo unspecified)	-3	2	5	0.7	-3	1	3	0	-2	2
COc1ccccc1N1C(=O)C2CC=CC(C)C2C1=O (stereo unspecified)	3	-22	-2	-0.7	-2	2	0	-24	1	6
Cc1cc(NC(=O)c2cc(S(=O)(=O)N3CCCCC3)ccc2C)n(-c2ccccn2)n1	4	-9	2	0.2	5	2	-3	1	4	10
Cc1cc(C)c(NS(=O)(=O)c2ccccc2)c(C)c1NS(=O)(=O)c1ccccc1	9	1	2	1.1	-3	-2	1	-1	-4	-14
CCOC(=O)NC(=O)c1cn(CCNCCO)c(=O)[nH]c1=O	0	-1	-9	0.5	6	8	3	-2	2	-2
CCOCCCN(C(=O)CNC(=O)c1ccco1)C(C(=O)NC1CCCC1)c1cccc(OC)c1 (stereo unspecified)	-1	0	-1	0.4	14	3	8	-4	19	4
CC(CN1CCN(C)CC1)OC(=O)c1cccc(Cl)c1 (stereo unspecified)	1	0	0	0.1	-5	-7	-6	-5	-4	6

Results in UHRF1 MBD2 ctr, for some of the entries so far:
Compound | UHRF1 MBD2 ctr
C[C@@H]1ON(C)[C@H]2C[C@H]3c4cc(N5CCN(C)CC5)ccc4CCN3C[C@@H]12 | 0
CCCCOc1ccc(/C(O)=C2/C(=O)C(=O)N(Cc3cccnc3)C2c2ccncc2)c(C)c1 (stereo unspecified) | 2
S=C1NCN(C2CCCCC2)CN1Cc1ccccc1 | 2
CCN(CC)C(=O)CSc1nc2cc3c(cc2c(=O)n1Cc1ccco1)OCO3 | 0

More entries follow.
SMILES	UHRF1 MBD2 ctr	PLC-gamma1 inh	NR1D1 modulator	KLK7 zymogen act	ARFGAP1 inhibitor	DDE Tn7 FP inh	Tn6 DDE FP	PLC-beta3 inh	ASAP1 GAP inh	sPLA2-III inh
Cc1csc(NC(=O)CS(=O)(=O)c2ccccc2)n1	1	0	0	0.3	4	5	8	-6	5	2
Cc1cccc(C(=O)N(c2ccccn2)C(C)c2ccco2)c1 (stereo unspecified)	-2	-1	1	-0.5	-3	11	5	-3	6	0
O=C(c1ccc([N+](=O)[O-])cc1)N(Cc1ccc(Br)cc1)N1C(=O)CCCC1=O	0	2	-5	-0.2	6	-7	2	2	4	-2
COc1ccc(CCNC(=O)Nc2nc(C(N)CCc3ccccc3)cs2)cc1OC (stereo unspecified)	1	3	-2	0.3	13	0	2	3	-3	5
Cc1ccccc1N1C(=O)CC(Nc2ccc3c(c2)OCO3)C1=O (stereo unspecified)	-3	-18	-6	0.1	4	-1	-4	-19	12	0
COc1ccc(NS(=O)(=O)c2cccc(C(=O)NNC(=O)c3cc(C)oc3C)c2)cc1	1	7	2	-0.1	-6	6	1	2	-10	-37
Cn1c(C(C(=O)NCC2CCCO2)N(CCc2ccccc2)C(=O)Cn2nnc3ccccc32)nc2ccccc21 (stereo unspecified)	1	1	-1	-0.5	-9	3	-3	-6	-2	-1
CCC(C)N1CCN(S(=O)(=O)Cc2ccccc2)CC1 (stereo unspecified)	0	-1	-2	0.1	-3	5	0	-7	11	2
CN(CC(=O)Nc1c(Cl)cccc1Cl)C(=O)CNC(=O)c1ccco1	-2	0	-3	0.2	-12	-1	-5	-7	6	1
c1cnc(N2CCSCC2)nc1	20	1	-6	0.8	10	2	3	-2	0	0
COc1ccc(C2=NOC(Cn3nc(-c4ccccc4)cc3C(=O)O)C2)cc1 (stereo unspecified)	-2	-3	-4	0.4	10	-5	8	-3	4	-11
CCCc1cc(=O)oc2cc3occ(C)c3cc12	-3	-146	-5	-1.1	-13	2	8	-174	1	-4
O=C(CN1C(=O)NC2(CCCc3ccccc32)C1=O)c1ccc(Br)cc1 (stereo unspecified)	-4	-1	4	-0.2	-14	-2	-2	-7	7	-3
O=c1c2ccccc2nnn1CSc1nnc(C2COc3ccccc3O2)n1-c1ccccc1 (stereo unspecified)	1	0	10	0.1	10	-4	-2	2	12	-9
O=C(c1cccc(C(=O)N2CCN(c3ccccc3F)CC2)n1)N1CCN(c2ccccc2F)CC1	0	5	5	0.8	1	6	-5	1	-15	-3
Cc1ccc(NC(=O)CC2OC(=O)c3ccccc32)cc1S(=O)(=O)N1CCOCC1 (stereo unspecified)	14	2	4	1.0	19	-2	3	0	-2	3
CC(=O)Nc1ccc(-c2noc(-c3csc([C@@H]4C[C@H](O)[C@@H](CO)O4)n3)n2)cc1	-1	-7	-2	-0.5	0	3	-1	-13	9	4
Cc1ccc(NC2=CC(=O)CCC2)cc1C	-2	-60	2	-1.6	2	-1	3	-86	3	6
CCOC(=O)CSc1nc2cc(C(=O)N3CCCC3)ccc2c(=O)n1Cc1ccccc1	2	3	5	0.2	8	-5	-5	2	-7	-8
COc1cccc(/C=C2\SC(=S)N(CCCC(=O)Nc3ccc(C(=O)O)cc3)C2=O)c1	0	2	0	-0.1	-12	-5	-3	-4	17	-5
CC(=O)C[C@H](O)CC(=O)[C@H]1OC(=O)CCCCCCc2ccccc21	2	-1	3	-0.6	-7	1	5	-6	-8	-3
O=C(Nc1ccccc1Cc1ccccc1)c1oc2ccccc2c1COc1ccccc1	-2	4	-6	0.0	-2	3	0	1	-10	0
COCCNC(=O)c1cc(-c2cccs2)on1	0	-1	5	0.6	-12	2	4	1	-10	6
O=C(OCC(=O)N1CCc2ccccc21)c1ccccc1F	4	7	-6	-0.3	-3	10	0	-1	-7	0
Cc1cc(SCC(=O)Nc2cccc(S(N)(=O)=O)c2)c(C)cc1Br	-1	0	4	-0.2	3	5	3	1	7	-28

(more compounds)
SMILES	UHRF1 MBD2 ctr	PLC-gamma1 inh	NR1D1 modulator	KLK7 zymogen act	ARFGAP1 inhibitor	DDE Tn7 FP inh	Tn6 DDE FP	PLC-beta3 inh	ASAP1 GAP inh	sPLA2-III inh
CCOC(=O)C1CCN(S(=O)(=O)c2csc(C(N)=O)c2)CC1	-1	-2	-2	0.3	4	2	1	0	-3	5
CCCCCCCCCCCCCCCC(=O)Nc1ccn(C2OC(CO)C(O)C2O)c(=O)n1 (stereo unspecified)	0	4	-5	0.1	1	0	-3	3	0	4
Cc1ccc(-n2c(SCC(=O)N/N=C/c3ccccc3OCC(=O)O)nc3ccccc3c2=O)cc1	-2	0	1	-0.3	14	2	-9	-11	8	-7
Cc1cccc(Nc2nc(N)nc(CN3CCN(C)CC3)n2)c1	0	0	-2	0.3	16	-1	-3	1	6	2
CCCNC(=O)COC(=O)c1ccccc1OCC(=O)Nc1ccc(Br)cc1	6	-1	4	-0.1	-12	-4	1	2	-1	13
Cc1ccc(NC(=O)COc2ncnc3sccc23)cc1S(=O)(=O)N(C)C	-1	-8	7	-0.1	10	-1	-6	-9	-15	-10
CCC(C)[C@H](NC(=O)OC(C)(C)C)C(=O)N/N=C/c1cccc2nccnc12 (stereo partly specified)	0	-33	2	-1.1	-13	2	6	-45	6	5
c1ccc(CN2CCN(Cc3nnc(-c4ccccc4)o3)CC2)cc1	0	3	0	-0.3	-10	-10	-9	-9	10	-2
